# NOD2-RIPK2 inh = NOD2-RIPK2 protein interaction inhibition. AID 624267. inhibition, % at 4.98 µM. actives 0.38% (n = 360,000). CHO BLA complementation NOD2-RIPK2, CCF4 ratio. O43353; in the data active = inhibition above about 21%;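 note: 0% = vehicle only and 100% = reference blocker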
# Granule exo inh = lytic granule exocytosis inhibition; inhibition, % at 10 µM; actives 0.66% (n = 360,000); TALL-104 LAMP-1 surface exposure, flow cytometry; cells stimulated with thapsigargin and PMA;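 active = inhibition above about 55%, limit read from the data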
# SRC2 inh = human SRC2 (NCOA2) inhibition; HEK293 GAL4-SRC2 luciferase reporter, luminescence; AID 651957; Q15596; actives 0.17% (n = 370,000); inhibition, % at 9 µM;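 active = inhibition above the mean inhibition of all tested compounds plus 3 SD, set per campaign, cut at about 52% in these data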;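 note: 0% = DMSO treated cells and 100% = cells given Gossypol at 36 µM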
# SRC1 inh = human NCOA1 inhibition; Q15788; HEK293 GAL4-SRC1 luciferase reporter, luminescence; inhibition, % at 3.6 µM; actives 0.12% (n = 360,000); AID 588354;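 active = inhibition above the campaign mean plus 3 SD, with each screening campaign given its own cutoff, cut at about 60% in these data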;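 note: 0% = DMSO treated cells and 100% = gossypol at 36 µM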
# NCOA3 inh = human NCOA3 inhibition. HEK293 GAL4-SRC3 luciferase reporter, luminescence. AID 588352. inhibition, % at 3.6 µM. Q9Y6Q9. actives 0.17% (n = 360,000);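 active = inhibition above a per-campaign cutoff, the mean of all compounds plus 3 SD, cut at about 60% in these data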;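 note: 0% = DMSO-treated cells and 100% = gossypol-treated cells at 36 µM; higher means less SRC3-driven luciferase light from the GAL4 reporter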
# NR2F2 inh = blocks human COUP-TFII nuclear receptor; inhibition, % at 8.6 µM; actives 0.7% (n = 370,000); HEK293T NGFI-A luciferase reporter, luminescence; P24468;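 active = inhibition above a per-plate cutoff, mean inhibition of test wells between control levels plus 3 SD, cut at about 38% in these data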;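 note: cells cotransfected with COUP-TFII expression vector driving the NGFI-A reporter; 0% = median of COUP-TF2 test wells and 100% = reporter-only cells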
# Target sequence (P24468 whole entry, looked up): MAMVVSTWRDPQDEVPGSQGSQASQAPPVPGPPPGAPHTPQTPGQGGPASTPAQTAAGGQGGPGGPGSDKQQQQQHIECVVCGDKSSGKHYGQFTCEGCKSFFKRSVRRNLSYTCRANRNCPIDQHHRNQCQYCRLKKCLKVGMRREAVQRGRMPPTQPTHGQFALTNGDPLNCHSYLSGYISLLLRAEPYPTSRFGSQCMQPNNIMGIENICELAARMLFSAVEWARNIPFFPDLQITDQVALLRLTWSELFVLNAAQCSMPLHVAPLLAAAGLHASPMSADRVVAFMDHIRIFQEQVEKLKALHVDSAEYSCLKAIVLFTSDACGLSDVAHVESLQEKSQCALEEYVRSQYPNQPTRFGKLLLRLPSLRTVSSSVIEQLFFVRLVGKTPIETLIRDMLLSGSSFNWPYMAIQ
# TWEAK Fn14 block = TWEAK-Fn14 signaling inhibition | TWEAK-stimulated Fn14 reporter cells, luciferase luminescence, 8 h | inhibition, % at 10 µM | actives 2% (n = 360,000) | AID 1159606; in the data active = inhibition above about 50%
# ABHD5 PLIN5 PPI = blocks binding of human ABHD5 to perilipin-5; Q00G26+Q8WTS1; Split G. princeps luciferase complementation, luminescence, 4 h; inhibition, % at 4 µM; actives 0.78% (n = 360,000); AID 602281;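 active = inhibition above the mean inhibition across every tested compound plus 3 SD, cut at about 22% in these data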;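 note: 0% = DMSO only wells and the 100% control is not disclosed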
# TLR9-MyD88 block = inhibitors of human TLR9-MyD88 binding; Q9NR96+Q99836; CHO BLA complementation TLR9-MyD88, CCF4 FRET ratio; inhibition, % at 4.98 µM; actives 0.21% (n = 340,000); AID 504734;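 active = inhibition above the mean over all tested compounds plus 3 SD, cut at about 21% in these data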;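 note: 0% = DMSO only wells and 100% = clavulanate BLA inhibitor control wells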
# TROY signal inh = blocks TROY-dependent signaling in reporter cells; Q293 LMP1-TROYcd NF-kB luciferase reporter, 4 h; inhibition, % at 10 µM; AID 1347056; actives 0.98% (n = 360,000);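 active = compounds whose plate-normalised and pattern-corrected inhibition of the luciferase reporter signal at the single screening dose is 50% or more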
# NR5A2 inv ag = inverse agonists of human LRH-1 (NR5A2). actives 0.13% (n = 360,000). HEK293T StAR-luciferase reporter, LRH-1 transfected, 24 h. O00482. inhibition, % at 3.6 µM;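 active = inhibition above the mean inhibition of all tested compounds plus 3 SD, cut at about 73% in these data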;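 note: 0% = DMSO wells and 100% = reporter-only cells lacking LRH-1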
# Target sequence (O00482 whole entry, looked up): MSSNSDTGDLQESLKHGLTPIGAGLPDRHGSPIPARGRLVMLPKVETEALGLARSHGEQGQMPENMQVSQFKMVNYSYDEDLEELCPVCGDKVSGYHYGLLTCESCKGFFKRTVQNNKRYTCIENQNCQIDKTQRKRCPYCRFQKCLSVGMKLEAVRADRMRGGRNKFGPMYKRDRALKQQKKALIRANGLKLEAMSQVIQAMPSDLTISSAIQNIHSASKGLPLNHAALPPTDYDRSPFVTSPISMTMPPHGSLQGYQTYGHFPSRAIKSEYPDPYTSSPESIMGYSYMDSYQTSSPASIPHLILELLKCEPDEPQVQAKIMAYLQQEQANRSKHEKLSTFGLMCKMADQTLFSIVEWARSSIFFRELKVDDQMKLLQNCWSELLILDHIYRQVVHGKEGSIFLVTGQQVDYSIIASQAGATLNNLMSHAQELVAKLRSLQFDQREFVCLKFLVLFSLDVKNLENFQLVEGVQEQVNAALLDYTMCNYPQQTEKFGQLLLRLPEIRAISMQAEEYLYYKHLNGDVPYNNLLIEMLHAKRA
# * marks the source's active call; other numbers are inactive results; . = not tested or not shown. Not all compounds are listed, so the mix of outcomes need not match the whole.
structure	NOD2-RIPK2 inh	Granule exo inh	SRC2 inh	SRC1 inh	NCOA3 inh	NR2F2 inh	TWEAK Fn14 block	ABHD5 PLIN5 PPI	TLR9-MyD88 block	TROY signal inh	NR5A2 inv ag
CC(=O)N(c1ccc(C)cc1)C1C=CS(=O)(=O)C1 (stereo not given)	-1.9	1.9	1.0	1.4	10.7	6.8	-2.2	2.1	3.2	-15.3	5.8
Cc1nn(C)cc1C(=O)Nc1c(C)nn(Cc2ccccc2Cl)c1C	-9.8	3.2	4.6	-1.7	7.8	-8.7	2.5	-1.7	4.9	12.8	19.8
COc1ccccc1NC(=O)C(NC(=O)OC(C)(C)C)C(C)OCc1ccccc1 (stereo not given)	5.7	0.0	.	1.2	20.9	.	-16.8	-5.7	-11.8	-21.0	-11.5
CN(C(=O)c1cccc(N2C(=O)C3C4C=CC(C4)C3C2=O)c1)C1CCCCC1 (stereo not given)	-0.7	-1.3	-16.8	-15.4	5.0	13.8	12.6	0.4	-2.0	20.9	-1.9
CCOc1cc(NS(=O)(=O)CC)c(OCC)cc1NC(=O)c1ccco1	-7.7	4.2	2.1	0.2	9.3	12.9	2.3	3.3	2.9	1.1	14.4
CCCN(Cc1cc2cc(OC)ccc2[nH]c1=O)C(=O)c1ccncc1	1.8	-0.8	5.4	3.5	7.6	12.7	4.6	4.1	14.1	.	-2.3
Cc1cc(=O)[nH]c(Nc2ccccc2C)n1	-2.5	-6.3	-7.0	7.8	-25.6	-22.9	4.8	-1.8	-11.3	-4.9	-2.2
CCN(CC)CCOCCn1c(C)ccc1C	-2.1	0.1	24.3	-20.0	4.9	4.8	-19.9	-7.0	-0.9	4.5	-7.1
COc1cc2nc(Cl)nc(N3CCOCC3)c2cc1OC	11.5	-1.2	20.1	-18.6	9.1	-17.0	-14.5	-1.9	2.2	3.5	19.1
Cc1cc(NC(=O)c2ccccc2)n(C)n1	-3.8	-11.1	0.5	-0.8	-25.3	-9.0	3.4	-3.1	-4.1	-25.0	-4.7
Cc1c(Cl)cccc1NC(=O)CCN1CCCCCC1	1.8	1.0	-1.0	-7.8	9.1	0.9	3.2	7.1	-5.2	38.8	-1.7
COC(=O)c1ccc(COc2ccc(/C=C(\C#N)c3nc4ccccc4[nH]3)cc2OC)o1	7.7	-7.5	-66.6	-38.2	11.0	-8.8	59.7*	-2.0	9.0	5.0	-3.5
Cc1nc(NCC2CCCO2)[nH]c(=O)c1CCC(C)C (stereo not given)	-0.9	5.0	0.1	2.0	-4.2	-7.0	-3.8	-0.6	-3.8	22.4	-0.1
N#CCSc1nc2ccccc2c(=O)n1CC1CCCC1	-7.9	-4.2	-16.2	5.4	4.2	17.1	5.8	-1.2	16.4	3.4	4.5
O=S(=O)(c1ccccc1)c1nc(-c2ccccc2Cl)oc1NCCN1CCOCC1	-0.8	7.1	-0.8	-9.1	1.4	24.2	-0.9	7.0	13.0	-4.2	25.2
CC(C)c1ccc(NC2CCCN(C(=O)c3ccsc3)C2)cc1 (stereo not given)	-0.5	3.4	-0.2	17.2	1.4	21.9	-14.9	5.4	-4.3	-9.4	-1.1
CCOC(=O)c1cccc(NC(=O)c2ccco2)c1	-0.7	-0.3	-15.1	-22.2	-13.6	-1.9	-13.9	0.1	-0.3	-13.1	9.6
C/C(=N\Nc1ccc(Cl)c(C(=O)O)c1)c1cccs1	-1.6	-1.4	-7.0	-37.0	-19.2	-10.9	-3.7	0.2	-16.3	-1.7	-45.8
CC(C)c1ccc(-c2nc(N3CCCCCC3)nc3n[nH]c(N)c23)cc1	-0.1	4.9	-2.9	-0.5	10.2	17.8	-67.4	-2.5	-13.7	19.5	-4.7
CCN(C(=O)CSc1nnc(COc2ccccc2F)n1N)C1CCS(=O)(=O)C1 (stereo not given)	-1.3	0.7	-6.4	-10.6	-26.8	-2.0	0.3	7.0	1.4	17.7	-7.2

# Sorted by molecular weight (falling): three of the compounds above
structure	NOD2-RIPK2 inh	Granule exo inh	SRC2 inh	SRC1 inh	NCOA3 inh	NR2F2 inh	TWEAK Fn14 block	ABHD5 PLIN5 PPI	TLR9-MyD88 block	TROY signal inh	NR5A2 inv ag
Cc1nn(C)cc1C(=O)Nc1c(C)nn(Cc2ccccc2Cl)c1C	-9.8	3.2	4.6	-1.7	7.8	-8.7	2.5	-1.7	4.9	12.8	19.8
CC(C)c1ccc(-c2nc(N3CCCCCC3)nc3n[nH]c(N)c23)cc1	-0.1	4.9	-2.9	-0.5	10.2	17.8	-67.4	-2.5	-13.7	19.5	-4.7
Cc1cc(=O)[nH]c(Nc2ccccc2C)n1	-2.5	-6.3	-7.0	7.8	-25.6	-22.9	4.8	-1.8	-11.3	-4.9	-2.2

# Next section.
structure	NOD2-RIPK2 inh	Granule exo inh	SRC2 inh	SRC1 inh	NCOA3 inh	NR2F2 inh	TWEAK Fn14 block	ABHD5 PLIN5 PPI	TLR9-MyD88 block	TROY signal inh	NR5A2 inv ag
O=C1CC(Cc2ccc(Cl)cc2)C(=O)N1c1ccccn1 (stereo not given)	-2.4	-1.0	-3.3	18.8	7.7	-3.4	-6.2	-4.1	3.9	9.3	-2.1
CN(C)C(=O)COc1ccc(C(=O)/C=C/c2cccnc2)cc1	4.7	3.5	-2.4	-7.4	-2.4	-21.6	3.4	27.7*	-7.8	16.7	3.5
COc1ccccc1NC(=O)[C@@H]1CCCN1S(=O)(=O)c1ccc(Cl)cc1	3.7	-0.1	-6.1	7.5	15.8	2.8	1.9	1.5	0.7	-10.8	-4.0
O=C(NCc1cccnc1)c1cc(C2CCCCN2S(=O)(=O)c2cccc3cccnc23)on1 (stereo not given)	-2.4	3.5	-20.7	9.6	0.1	-6.4	0.3	-9.2	.	10.4	-23.1
CCCc1cc(=O)oc2c(CN3CCCC3)c(O)c(Cl)cc12	-9.8	1.8	2.8	0.5	-8.5	13.5	-1.4	3.8	-4.9	5.4	-1.5
COC(C[C@H](O)[C@H](C)[C@@H](O)COCc1ccccc1)OC	-13.0	-6.5	-12.2	-0.6	3.5	-8.7	9.6	2.4	-3.5	-16.6	-5.8
COc1ccc(N(CC(=O)NCc2ccccc2)S(=O)(=O)c2c(C)n[nH]c2C)cc1	-8.7	8.0	-7.0	-0.4	18.7	-1.2	20.0	5.0	3.5	6.3	8.7
CCC(CO)Oc1cc(NCc2ccc(C(F)(F)F)cc2)c2ncn(C(C)C)c2c1 (stereo not given)	8.3	-5.0	-7.4	6.1	-9.5	-3.5	8.7	-7.2	-19.9	-6.3	19.3
COc1ccc(CC(=O)Nc2cc(C)on2)cc1	-2.1	-0.7	-11.2	-25.0	-4.3	-6.5	0.2	0.3	0.7	-15.2	-11.4
O=C(COC(=O)c1ccccc1NCCO)Nc1cccc(S(=O)(=O)NC2=NCCCCC2)c1	-12.1	0.7	-17.8	-22.8	-8.6	-12.9	2.8	1.3	12.1	-3.5	18.9
O=C(c1cccs1)c1coc2ccc(O)c(CN(CCO)CCO)c12	1.0	-4.7	3.2	2.8	0.3	2.8	-11.0	3.9	-3.2	-42.6	1.4
O=[N+]([O-])c1cccc(S(=O)(=O)N2CCN(c3ccccn3)CC2)c1	-6.7	10.1	-17.6	7.6	-18.4	-9.2	59.8*	9.4	0.4	8.5	-0.5
COc1cc(NC(=S)N2CCN(C(=O)C3CCCO3)CC2)c(OC)cc1Cl (stereo not given)	-5.6	-3.7	19.9	-12.7	2.4	9.6	-1.7	-3.5	0.9	4.0	3.8
Cc1cc(NC(=O)NC(C(F)(F)F)C(F)(F)F)no1	-8.4	3.8	8.3	-4.5	18.5	-9.2	-9.0	-2.2	-7.7	-4.6	6.3
CC(C)CC(OC(=O)c1ccco1)C(=O)NCC1CCCO1 (stereo not given)	-5.3	0.2	-7.1	3.3	-3.6	-3.0	-8.8	1.8	3.4	-9.8	11.9
CCS(=O)(=O)N1CCCC(C(=O)NC2CCC(C)CC2)C1 (stereo not given)	-12.4	3.2	-18.1	1.0	-22.4	-5.4	-15.7	-2.9	8.3	-3.4	-5.7
COC(=O)C1CCN(C2CN(Cc3ccc(C)cc3)S(=O)(=O)C2)CC1 (stereo not given)	-3.5	-5.3	-1.7	-8.3	18.8	4.8	15.9	10.1	.	-0.3	9.5
COc1ccc(-c2nc(=S)c3c([nH]2)Oc2ccc(C)cc2C3)cc1O	-3.2	-1.5	-11.8	-26.4	5.6	-9.3	23.0	3.3	-2.2	11.0	5.7
O=C(CN1CCN(Cc2ccccc2)CC1)N/N=C/c1ccco1	0.9	-1.1	2.6	-22.8	8.3	3.8	1.1	2.5	-11.0	10.7	-11.3
Cc1nn2c(N3CCN(CCO)CC3)c3c(nc2c1-c1ccccc1)CCCC3	2.5	18.6	-3.1	7.7	25.9	-18.4	-14.4	6.2	-9.4	17.3	-4.6

structure	NOD2-RIPK2 inh	Granule exo inh	SRC2 inh	SRC1 inh	NCOA3 inh	NR2F2 inh	TWEAK Fn14 block	ABHD5 PLIN5 PPI	TLR9-MyD88 block	TROY signal inh	NR5A2 inv ag
COc1ccccc1CNC(=O)c1cc2c(s1)CS(=O)(=O)C2	-8.9	-2.5	-0.3	-16.6	-1.1	2.1	-33.0	-1.4	-4.8	-4.2	-27.4
CC(=O)c1ccc(NC(=O)CN(C)CC(=O)Nc2cccc(F)c2)cc1	13.5	-1.7	6.9	-6.3	11.6	10.1	-3.6	0.6	5.6	-5.9	16.3
O=C(Nc1nnc(SCc2ccc(F)cc2)s1)c1ccc2c(c1)C(=O)N(c1ccccc1Cl)C2=O	-6.7	0.9	-38.7	-12.1	-15.2	-1.0	21.0	-0.2	10.5	45.6	8.2
COc1ccc(S(=O)(=O)N2CCCC2)c2ccccc12	1.2	53.2	4.0	-6.2	-3.8	12.1	6.2	3.0	1.9	21.6	-8.5
CCOC(=O)CC(NC(=O)Cn1nnc(-c2ccccc2Cl)n1)c1ccc(OC)cc1 (stereo not given)	-3.6	5.9	3.6	-15.8	11.1	-0.8	-1.8	-1.8	1.9	-23.3	10.0
Cc1cccc(NC(=S)NCCc2ccccc2)c1C	-2.8	0.5	1.8	3.0	-4.5	-20.5	1.2	-9.4	9.0	-24.0	13.3
CN(C)c1cccc2c1c(NC(=O)Nc1ccccc1)nn2C	3.6	-0.2	23.4	-36.8	15.6	3.4	4.1	-4.8	-6.0	23.9	13.2
CN(C)S(=O)(=O)c1ccc(Cl)c(NC(=O)CN2C(=O)NC3(CCc4ccccc43)C2=O)c1 (stereo not given)	3.0	5.2	-0.8	-25.2	-2.6	10.9	-28.8	2.6	-1.8	0.0	23.6
Cc1nc2sc(C(c3cccs3)N3CCOCC3)c(O)n2n1 (stereo not given)	-8.1	0.1	-16.2	-1.6	1.3	0.4	-3.0	6.9	-2.3	-6.8	7.4
O=C(c1ccc2c(c1)N(Cc1ccc(F)cc1)C(=O)c1ccccc1S2(=O)=O)N1CCN(c2ccccn2)CC1	-1.4	-2.0	20.2	-1.2	6.5	7.2	-0.5	-2.0	0.5	11.9	-10.1
Cc1ccc(C2(c3noc(CN4CCC(C(=O)N5CCOCC5)CC4)n3)CCCC2)cc1	-0.9	-0.1	12.0	14.0	13.6	-7.9	5.9	4.2	8.8	9.8	3.4
Clc1ccc(-c2nc3ccccc3n2OCc2ccccc2)cc1	6.1	-3.3	-7.5	-24.3	-9.2	-24.6	17.6	7.0	-5.6	-38.5	-26.9
CC(=O)Nc1cccc(/C(C)=N/NC(N)=S)c1	0.8	-1.1	-3.8	-3.0	5.0	5.2	-0.1	-0.8	-6.3	30.1	24.1

# From PubChem
